Screening data (PubChem BioAssay)
LMPTP inh: LMPTP (human) inhibition; P24666; recombinant LMPTP-A, OMFP fluorogenic substrate, fluorescence intensity; inhibition, % at 20 µM; 360,000 compounds, 0.22% hits; AID 651560;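 active = compounds that cut the enzyme signal by at least half of the control window in the single-dose screen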;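 also: plate controls were DMSO wells with enzyme plus substrate for no effect and substrate without enzyme for full effect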
Target sequence (P24666 whole entry, looked up): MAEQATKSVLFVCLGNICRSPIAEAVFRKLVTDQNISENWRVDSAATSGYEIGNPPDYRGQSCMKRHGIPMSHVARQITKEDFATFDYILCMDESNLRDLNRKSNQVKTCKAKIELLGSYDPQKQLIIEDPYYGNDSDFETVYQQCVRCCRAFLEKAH
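Test system: LMPTP-A phosphatase enzyme; input: 0.625 nM LMPTP-A final; reagent: OMFP substrate, 400 µM final; compound dosing: 20 µM single dose, 3% DMSO; incubation: 50 min dark incubation at room temperature; measured by: endpoint fluorescence intensity from OMFP dephosphorylation; measure: % inhibition relative to no-enzyme and uninhibited control wells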
Scp1 inh: blocks human Scp-1 phosphatase activity; inhibition, % at 20 µM; 340,000 compounds, 0.88% hits; AID 493091; Recombinant Scp1, phosphopeptide, malachite green phosphate absorbance; Q9GZU7;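 active = inhibition above about 50% at 20 µM, limit read from the data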;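 also: plate controls were DMSO wells with enzyme for no effect and wells lacking enzyme for full effect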
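Times: enzyme reaction 45 min at room temperature, colour 5 min, stabilisation 30 min. Material: SCP-1 catalytic fragment, aa 76-261. Medium: Acidic Tris acetate buffer with magnesium and detergent. Signal: colorimetric free-phosphate detection, absorbance 630 nm. Read-out basis: % inhibition of SCP-1 phosphate liberation. Reagent: Phosphorylated 17-residue peptide substrate.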
TbMetRS inhib: Trypanosoma brucei MetRS inhibition; purified T. brucei MetRS, ATP depletion, Kinase-Glo luminescence; inhibition, % at 11.9 µM; 360,000 compounds, 0.4% hits; AID 624268;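 active = inhibition above a per-plate cutoff of the control wells' mean inhibition plus 3 SD, cut at about 5.5% in these data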;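 also: 0% = DMSO wells median and 100% = median of wells with control inhibitor compound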
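Material: T. brucei methionyl-tRNA synthetase, purified; reagent: substrates ATP, L-methionine and bulk Escherichia coli tRNA; dosing: 11.9 µM single point; timing: 15 min plus 2 h at 25 °C; detection: luminescence of leftover ATP; evaluation: % inhibition; control set: DMSO-only wells as low control; replicates: singlicate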
DNMT1 inh: inhibitors of human DNMT1 | DNMT1 molecular beacon, Hinp1I cleavage, fluorescence | inhibition (reported as % activation of signal), % at 10 µM | AID 588458 | 360,000 compounds, 0.83% hits | P26358; in the data active = inhibition above about 50%
MsrA inhibitor: bovine MsrA inhibition; purified bovine MsrA, absorbance read-out; inhibition, % at 15.5 µM; 360,000 compounds, 0.75% hits; AID 651718; in the data active = inhibition above about 4.5%;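 also: 0% = vehicle wells with enzyme and 100% = reference inhibitor wells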
eLon inh: inhibitors of E. coli Lon protease; 360,000 compounds, 0.42% hits; inhibition, % at 7.94 µM; purified E. coli Lon protease, fluorescence polarization; P0A9M0; in the data active = inhibition above about 13%, passing the limit was not always enough;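 also: 0% = enzyme with probe and DMSO and 100% = no enzyme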
Target sequence (P0A9M0 whole entry, looked up): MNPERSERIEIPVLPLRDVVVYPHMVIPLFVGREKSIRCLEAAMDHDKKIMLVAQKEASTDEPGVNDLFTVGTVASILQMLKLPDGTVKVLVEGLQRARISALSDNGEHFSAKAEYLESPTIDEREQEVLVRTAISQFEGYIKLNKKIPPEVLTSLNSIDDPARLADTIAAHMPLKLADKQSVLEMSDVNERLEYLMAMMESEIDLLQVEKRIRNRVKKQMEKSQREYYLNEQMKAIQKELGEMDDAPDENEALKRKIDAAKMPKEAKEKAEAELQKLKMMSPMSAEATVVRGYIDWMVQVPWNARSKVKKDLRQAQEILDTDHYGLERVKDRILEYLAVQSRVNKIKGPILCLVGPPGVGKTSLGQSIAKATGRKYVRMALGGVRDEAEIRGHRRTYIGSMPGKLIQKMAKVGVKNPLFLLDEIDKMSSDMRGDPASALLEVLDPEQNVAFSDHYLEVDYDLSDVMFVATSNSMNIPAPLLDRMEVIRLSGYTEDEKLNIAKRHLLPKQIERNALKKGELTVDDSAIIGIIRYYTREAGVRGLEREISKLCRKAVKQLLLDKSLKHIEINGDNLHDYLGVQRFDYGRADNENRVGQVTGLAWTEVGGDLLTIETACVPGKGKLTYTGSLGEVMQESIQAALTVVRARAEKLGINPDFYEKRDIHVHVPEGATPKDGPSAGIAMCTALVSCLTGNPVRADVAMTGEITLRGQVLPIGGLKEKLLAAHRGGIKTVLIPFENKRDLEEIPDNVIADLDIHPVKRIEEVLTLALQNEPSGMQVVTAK
bovine MsrA act: activators of bovine methionine sulfoxide reductase A. purified bovine MsrA, absorbance read-out. AID 602163. 360,000 compounds, 0.3% hits. activation, % at 10.6 µM; in the data active = activation above about 7.5%;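 also: 0% = vehicle and 100% = reference activator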
CendR NRP1 mod: alters CendR peptide binding to human NRP-1; FAM-RPARPAR peptide binding to NRP-1, fluorescence polarization; inhibition, % at 25 µM; 360,000 compounds, 0.85% hits;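 active = inhibition or corrected inhibition above about 18%, plus a signal ratio from 0.5 to 1.5, limit read from the data, passing the limit was not always enough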; also: strong numbers were not always called active
STEP block: inhibitors of human striatal-enriched phosphatase STEP. P54829. recombinant STEP, OMFP fluorogenic substrate, fluorescence. inhibition, % at 20 µM. 360,000 compounds, 0.25% hits. AID 588621;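 active = inhibition at 20 µM, scaled per plate between control wells, above about 37%, limit read from the data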;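 also: 0% = DMSO with enzyme and substrate and 100% = substrate only without enzyme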
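Measure: Control-normalized % inhibition with plate pattern correction | Test system: STEP phosphatase, cell-free reaction | Medium: pH 6.0 Bis-Tris with DTT and Tween 20 | Technique: Fluorescence, 480/540 nm | Times: Reaction 20 min, ambient temperature | Doses: Single compound dose of 20 µM, 1% DMSO final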
SUMO1 PPI mod: modulators of human SUMO1-mediated protein-protein interactions | inhibition, % at 20 µM | SUMO1 binding to a labelled peptide, TR-FRET, 1 h | 360,000 compounds, 0.33% hits; in the data active = inhibition above about 37%
Target sequence (P63165 whole entry, looked up): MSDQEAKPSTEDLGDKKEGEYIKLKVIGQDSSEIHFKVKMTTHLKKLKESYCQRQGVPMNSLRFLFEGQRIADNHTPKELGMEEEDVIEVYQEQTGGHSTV
Numbers without * were called inactive; / = not tested or not shown.

SMILES	LMPTP inh	Scp1 inh	TbMetRS inhib	DNMT1 inh	MsrA inhibitor	eLon inh	bovine MsrA act	CendR NRP1 mod	STEP block	SUMO1 PPI mod
COc1cc(NC(=O)c2cc(-c3cccs3)on2)cc(OC)c1OC	1.4	-14	-0.1	2	-1.1	-2	-4	8	-2	-10
Cc1ccc(C2C3=C(CCCC3=O)OC3=C2C(=O)CCC3)cc1	-1.5	-3	-1.3	7	1.4	12	-9	13	0	-2
Cc1c(S(=O)(=O)Nc2cccc3ccccc23)c(=O)n(C)c(=O)n1C	-0.9	-11	-0.1	0	-0.5	-7	-5	1	-1	-1
COc1cc(C(=O)NCC(c2ccco2)N2CCOCC2)cc(OC)c1OC (centres undefined)	-1.2	-4	-0.4	4	0.3	10	-3	8	0	3
CC(=O)Nc1ccc2c(c1)nc1n2CCN(C2CCCCC2)C1	-0.9	-1	-0.6	-1	0.6	4	-7	-16	0	-20
COc1cc2c(cc1O)CCN(C(=O)c1ccco1)C2C (centres undefined)	-0.1	-8	-0.5	0	-0.5	2	-3	-6	0	-4
Cc1cccc(N2CCN(C(=O)Cn3sc4nc(C)cc(C)c4c3=O)CC2C)c1 (centres undefined)	-0.9	-1	-0.2	0	/	-1	-3	-50	0	-1
COC(=O)CSc1[nH]c(=O)cc(C)c1C#N	-1.2	-3	0.1	0	-0.2	3	0	3	1	-1
CC[C@@H](NC(=O)Cn1cc(C)c(=O)[nH]c1=O)c1ccccc1	-0.6	1	-0.7	0	-0.2	-7	0	9	-2	0
COc1ccc(N2CCN(C(=O)c3ccc4[nH]c(C)c(C)c4c3)CC2)cc1	-0.1	-4	0.2	4	1.1	-4	1	4	1	2
Cc1occc1C(=O)NC(C)C1CCCO1 (centres undefined)	-1.2	-6	0.1	-2	-0.4	15*	0	3	-4	-1
CCCn1cc([C@@H]2C[C@H]3CN(Cc4cccc(Cl)c4)C(=O)[C@]34CCCN24)c(C)n1	-1.2	-7	-0.8	17	0.5	-3	-3	-6	-2	-5
CCc1ccccc1NC(=S)N(CCN(C)C)C(C)c1ccco1 (centres undefined)	-2.8	-5	0.2	2	-0.2	-10	-1	-6	-3	0
O=C1c2ccccc2C(=O)C12OC2c1ccc(Cl)cc1Cl (centres undefined)	2.0	-8	-0.6	38	0.4	-1	-2	5	-2	0
CNC(=O)C1=C(C)n2c(nc3ccccc32)NC1c1ccc(OC)cc1 (centres undefined)	-1.2	-4	-1.2	4	1.1	0	-9	-6	-4	-2
CCOc1ccc2c(c1)n(CO)c(=S)n2CO	-0.8	-4	-0.7	2	-0.1	-4	-1	3	-1	-2
CN(C)S(=O)(=O)NC(c1ccccc1)c1ccccc1	-1.5	-4	-0.3	2	0.5	2	-6	9	1	-2
O=C(COc1ccc2c3c(c(=O)oc2c1)CCC3)NCc1ccncc1	0.6	0	-0.3	4	1.0	3	-6	17	0	-2
COc1ccccc1/C=C1\SC(=S)N(CCC(=O)N2CCCCC2CCO)C1=O (centres undefined)	3.1	-8	-0.2	-3	0.1	3	-1	-10	1	-23
Cc1nnc(SCc2ccc3c(c2)OCO3)s1	0.2	-7	-0.1	0	0.0	-6	-4	-3	-3	-1
COc1ccc(CNC(=O)CN(C(=O)CCC(=O)Nc2nccs2)c2ccc(C)cc2)cc1	-0.7	-2	0.0	-1	1.1	8	-6	12	1	3
Cc1ccccc1N(CC(=O)NC(C)(C)C)C(=O)CCC(=O)Nc1nccs1	-1.1	1	0.1	3	0.3	-2	2	-3	-1	3
O=C(O)c1ccc(CN2C(=O)c3ccc(Oc4ccc([N+](=O)[O-])cc4)cc3C2=O)cc1	-3.9	4	-1.1	2	1.9	-4	-8	-7	-3	-28
CC(C)N1CCC(C)(C(=O)Nc2ccccc2Oc2ccccc2)C1 (centres undefined)	-0.3	/	0.4	3	0.1	-9	1	2	-1	3
Cc1noc(C)c1COC(=O)c1cc2ccccc2cc1O	2.3	-8	0.0	-4	0.0	6	-1	-10	-2	-17
O=C1CCC(=O)N1c1ccc(NC2CCN(Cc3ccccc3)CC2)c([N+](=O)[O-])c1	-2.6	-6	0.1	1	-0.2	-1	-4	-10	0	-41
O=C(Nc1ccc(S(=O)(=O)N2CCCC2)cc1)C1CCCN1C(=O)c1cccs1 (centres undefined)	-0.1	-8	-0.4	4	1.6	-3	-2	20	0	1
O=C(CCC1CCCN(C(=O)Cc2ccc(F)cc2)C1)N1CCN(c2ccccn2)CC1 (centres undefined)	0.9	-6	0.1	0	1.4	-14	-3	7	-1	0
COc1ccc(CC(=O)Nc2ccc3c(c2)CCC3)cc1	0.1	-2	0.3	-6	1.1	-8	-3	-8	-4	-2
Nc1nc(NCc2ccccc2)nc(NCc2ccccc2)c1[N+](=O)[O-]	-2.1	-4	-1.0	4	0.8	13	-9	-1	-2	1
S=C(NCc1cccnc1)Nc1cccc(Cl)c1	-1.1	-15	4.9	-1	-0.1	-7	-1	5	-4	-1
O=C(CSCc1ccc(Cl)cc1)Nc1ccc(S(=O)(=O)N2CCOCC2)cc1	0.0	-3	-0.1	-1	-0.1	-6	-2	-1	-2	-1
C[C@H](CO)N1C[C@H](C)[C@H](CN(C)C(=O)c2ccccn2)Oc2ncc(Br)cc2C1=O	-2.0	/	-0.5	5	1.3	-7	-3	-3	-1	16
CC1(C)CC(C(N)=S)CCO1 (centres undefined)	-3.0	-14	0.2	1	-1.8	2	-4	2	22	2
COc1ccc(C(C(=O)NC2CCCC2)n2c(Cc3cc(F)cc(F)c3)nc3ccccc32)cc1 (centres undefined)	0.8	/	-0.1	/	-1.0	/	/	2	/	4
Cc1cc(NC(=O)c2ccccc2)ncc1NC(=O)c1cccs1	-0.3	0	-0.3	-2	-0.5	1	-1	-5	-2	4
COc1ccc(OC)c(NC(=O)CSc2nc(N3CCOCC3)nc(N3CCOCC3)n2)c1	1.0	-2	-0.1	-2	-0.3	3	0	0	0	5
C[C@]1(O)CC(=O)C=C[C@H]1Nc1ccccc1	-2.3	-5	-0.7	4	2.2	2	1	3	-1	1
CCC(C)NS(=O)(=O)c1ccc(N)cc1 (centres undefined)	0.0	-9	-0.3	-2	-0.5	-2	2	2	-4	-4
Cn1cc(S(=O)(=O)N2CCc3ccccc32)cc1C(=O)NC1CCCCC1	0.7	-9	-0.1	0	0.1	-3	-4	-11	0	3
O=C(CSc1nnc(-c2cccs2)o1)c1cccs1	0.2	-15	0.3	0	1.5	-6	-1	-18	4	-7
Cc1ccc(NC(=O)CCNS(=O)(=O)c2ccc3c(c2)CCC(=O)N3)cc1F	-1.4	2	-1.4	0	0.4	-17	-5	-2	-4	-1
Cc1noc(C)c1C(=O)OCC(=O)/C=C1/N(C)c2ccccc2C1(C)C	-0.1	-10	-0.1	-9	-0.1	-6	0	9	3	-1
COc1cc(OC)c(OC)cc1CNc1cc(C)ccc1OC	0.6	-11	-0.4	-11	-0.1	1	1	-1	-2	-5
COc1cc(CC(=O)OCc2ccccc2F)cc(OC)c1OC	0.0	-5	-0.7	9	0.7	-6	-2	7	-1	0
CC(=NNC(=O)c1ccncc1)c1ccccc1O	-1.2	-7	-0.2	7	0.7	0	1	-23	0	-5
CC(=O)c1ccc(NC(=S)NCc2cccnc2)cc1	-0.7	4	0.1	-1	0.3	14	-2	-4	-1	1
Cc1cc(S(=O)(=O)NC(C)C)ccc1OCC(=O)NCc1ccccc1	0.3	11	-0.3	7	1.4	6	-1	-3	-1	3
O=C(O)Cn1c2ccccc2c2n[nH]c(=S)nc21	4.9	26	-1.9	7	-0.1	1	-6	-8	-5	-1
COc1ccc(C(=S)N2CCNCC2)cc1	-0.9	8	-0.9	-2	0.8	6	-12	4	0	-1
Later entries
SMILES	LMPTP inh	Scp1 inh	TbMetRS inhib	DNMT1 inh	MsrA inhibitor	eLon inh	bovine MsrA act	CendR NRP1 mod	STEP block	SUMO1 PPI mod
O=C(O)CSc1nnc(-c2ccccc2Br)n1-c1cccc(C(F)(F)F)c1	-0.6	2	0.3	6	-1.3	-1	-2	20	-2	3
Cc1cccc2cc(CN(CC3CCCO3)C(=O)c3cccs3)c(=O)[nH]c12 (centres undefined)	-0.1	-13	-1.3	5	0.4	1	-11	0	-1	-2
CCCCCC(=O)NN=C1CCN(Cc2ccccc2)CC1	-0.5	-12	-1.3	-2	-0.6	-12	-3	12	-1	5
CCCCN(C(=O)CC1CCCC1)c1c(N)n(CCC)c(=O)[nH]c1=O	-1.0	-3	-0.1	2	0.2	-8	-1	-2	1	0
Cc1cc(C(F)(F)F)nc(CCNC(=O)C2CCC(=O)N(Cc3cccc(F)c3)C2)n1 (centres undefined)	-1.4	-8	-0.4	1	-0.4	-1	-6	4	5	2
Cc1c(C(=O)NCCC#N)sc(=O)n1Cc1ccc(C(=O)N(C)C)cc1	4.9	/	0.4	2	-0.5	9	-3	-2	8	7
COc1ccccc1NC(=O)C(C)OC(=O)CSCC(=O)Nc1ccc(C)cc1C (centres undefined)	-1.3	-10	-0.1	6	0.6	2	1	2	-2	2
Cc1noc(C)c1S(=O)(=O)NC(=O)C1(C)CCN1C(=O)c1ccc(C2CCCCC2)cc1 (centres undefined)	-0.7	/	-0.4	2	0.4	-16	-7	-3	2	8
COc1ccccc1C1CC(=O)NC(SCC(=O)Nc2ccccc2)=C1C#N (centres undefined)	0.0	-3	1.5	-1	0.4	-4	-11	5	0	5
COCCNC(=O)c1cccc2c(-c3ccnn3C)coc12	-1.0	/	-0.1	5	-1.4	-1	-1	2	0	-1

In the list so far, 5 contain an aryl thioether with sulfur outside any ring.
SMILES	LMPTP inh	Scp1 inh	TbMetRS inhib	DNMT1 inh	MsrA inhibitor	eLon inh	bovine MsrA act	CendR NRP1 mod	STEP block	SUMO1 PPI mod
COC(=O)CSc1[nH]c(=O)cc(C)c1C#N	-1.2	-3	0.1	0	-0.2	3	0	3	1	-1
Cc1nnc(SCc2ccc3c(c2)OCO3)s1	0.2	-7	-0.1	0	0.0	-6	-4	-3	-3	-1
COc1ccc(OC)c(NC(=O)CSc2nc(N3CCOCC3)nc(N3CCOCC3)n2)c1	1.0	-2	-0.1	-2	-0.3	3	0	0	0	5
O=C(CSc1nnc(-c2cccs2)o1)c1cccs1	0.2	-15	0.3	0	1.5	-6	-1	-18	4	-7
O=C(O)CSc1nnc(-c2ccccc2Br)n1-c1cccc(C(F)(F)F)c1	-0.6	2	0.3	6	-1.3	-1	-2	20	-2	3

Rows were taken by chance. Share with any hit: about 4.3%.
